TSG101-PTAP inh: blocks PTAP/TSG101 interaction to inhibit HIV-1 budding. Fluorescence polarization, FITC-PTAP peptide / Tsg101 binding. Potency, µM (highest dose often 115 µM), inactives show at the highest dose activity change, negative = inhibition, hits mostly inhibitors. 340,000 tested, under 10 active; active means well fitted inhibition curve with a large enough effect in the main read-out, with a control signal flat, not every such curve was filed as active; inconclusive means small, poorly fitted or top-dose-only effect, or effect the other way, or a change in a side signal; inactive means no such curve, though single readings can be large or run the other way; further: potency means the concentration at half of the fitted maximal effect; % of control where 0% means no effect
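Tsg101 binding domain (10 uM final) was mixed with compound and a FITC-labeled PTAP peptide (50 nM final) in HEPES pH 7.5 buffer with NaCl, Tween 20, EDTA and TCEP; fluorescence polarization was read after 20 min at r.t.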
TCR activator: activates T cell receptor signaling; primary human leukocytes, anti-CD3, IL-2 HTRF, 48 h; Potency, µM (top dose mostly 9.22 µM), for inactives: at the top dose activation of IL-2 secretion, actives largely listed as activators; 330,000 tested, under 10 active; further: % of control where 0% means no effect
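Primary human leukocytes receive a-CD3 beads and test compound and are incubated 48 hr. Secreted IL-2 is then assayed by HTRF, measuring 665nm acceptor emission after 320nm excitation of the europium donor.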
AT treatment: potential ataxia-telangiectasia treatment | Potency, µM (titrated, usually from 57.5 µM), for inactives: top-dose activation, hits mostly activators | actives 0.19% (n = 320,000) | […] A-T fibroblasts, KAP-1 phosphorylation AlphaLISA; neocarzinostatin DNA damage 30 min before lysis; further: potency means the concentration at half of the fitted maximal effect; % of control where 0% means no effect; nearly all actives have a fitted effect of over 45% in size
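hTERT-immortalized A-T patient fibroblasts ([…]), 500 cells/well in OPTI-MEM, 1% FBS, got compounds for 60 min, then NCS for 30 min at 37C. Lysates were then assayed for phospho-KAP-1 by AlphaLISA (anti-pKAP1 donor, anti-KAP1 acceptor beads), 6 hr at 25C.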
BRCA1 expr act: increases BRCA1 expression. MCF7-BRCA1-FFLuc reporter, luminescence, 48 h; response scale: scaled: vehicle 0%, 10 µM genistein 100%. Potency, µM (highest dose often 46.1 µM), without a hit: at the top dose activation, usual class: activators. actives 1.1% (n = 380,000). AID 624202; further: potency means the concentration at half of the fitted maximal effect; nearly all actives have a fitted effect of over 80% in size; some results filed as inactive show a strong effect at the top dose
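Activators of BRCA1 expression were detected as increased firefly luciferase luminescence in engineered MCF7 cells after 48 h compound incubation. Signals were scaled to genistein 10 microM as full activation.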
MLL CXXC-DNA inh: blocks binding of human MLL CXXC domain to DNA. Q03164. actives 0.037% (n = 290,000). Potency, µM (series often up to 115 µM), without a hit: at the top dose activity change, negative = inhibition, hits mostly inhibitors. MLL-CXXC / FITC-HOXA9 DNA fluorescence polarization; active means well fitted inhibition curve with a large enough effect in the polarisation, with a control signal flat, not every such curve was filed as active; inconclusive means small, poorly fitted or top-dose-only effect, or effect the other way, or a change in a side signal; inactive means no such curve, though single readings can be large or run the other way; the % refers to the polarisation; further: potency means the concentration at half of the fitted maximal effect
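Steps: dispense CXXC domain solution (7 uM) → pin compounds or unlabeled HOX-A9 DNA control → 5 min ambient → add FLSN-HOX-A9 solution (50 nM) → spin → 30 min ambient → fluorescence polarization. Tris pH 7.5/NaCl/DTT/BSA buffer.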
Integrin act MD: activators of alpha7 integrin expression for muscular dystrophy; alpha7betagal myoblasts, beta-gal FDG fluorescence, 48 h; Potency, µM (top dose mostly 38.3 µM), inactives show at the highest dose activation, actives largely listed as activators; actives 0.064% (n = 350,000); AID 624291;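 further: potency means the concentration at half of the fitted maximal effect; 100% = response of the positive control SU9516; nearly all actives have a fitted effect of over 60% in size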
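Alpha7betagal+/- myoblasts (passage 13) were plated 16-24 hr, then exposed to compounds (1:260 dilution of DMSO stock) for 48 hours at 37C. After MPER lysis, β-galactosidase reporter activity was read as FDG fluorescence (ex 480/em 540) after 30 minutes.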
p53 reactivator: restores transcriptional activity of mutant p53; H1299 p53-A138V BP100-luciferase reporter, luminescence, 24 h; actives 0.063% (n = 320,000); Potency, µM (top dose mostly 92.2 µM), for inactives: at the highest dose activity change, positive = activation, actives largely listed as activators; further: potency means the concentration at half of the fitted maximal effect; % of control where 0% means no effect; nearly all actives have a fitted effect of over 45% in size
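H1299 (p53-null), stable ts p53-A138V + BP100-Luc; 1000 cells/well, Opti-MEM/10% FBS; cpd 4 pt, 1:5; 24 h, 37 deg C, 5% CO2; detection reagent 10 min RT; luminescence.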
B2AR arrestin: agonists driving beta-arrestin recruitment to human beta2-adrenergic receptor; P07550; beta-arrestin recruitment to beta2AR, cell-based reporter; Potency, µM (top dose mostly 46.1 µM), for the others: at the top dose activation, actives largely listed as activators; actives 0.02% (n = 330,000);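 further: potency means the concentration at half of the fitted maximal effect; 0% = DMSO controls and full agonism = EC100 isoproterenol or metaproterenol; nearly all actives have a fitted effect of over 65% in size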
TRPV1 ag: agonists of human vanilloid receptor 1 (TRPV1); Q8NER1; TRPV1-expressing cells, Fluo-8 calcium influx, agonist mode; activation, % at 8.33 µM; actives 0.19% (n = 320,000); AID 540275; in the data active means activation above about 80%; inconclusive means between about 30% and that limit; further: 0% is about no effect
Target sequence (Q8NER1 whole entry, looked up): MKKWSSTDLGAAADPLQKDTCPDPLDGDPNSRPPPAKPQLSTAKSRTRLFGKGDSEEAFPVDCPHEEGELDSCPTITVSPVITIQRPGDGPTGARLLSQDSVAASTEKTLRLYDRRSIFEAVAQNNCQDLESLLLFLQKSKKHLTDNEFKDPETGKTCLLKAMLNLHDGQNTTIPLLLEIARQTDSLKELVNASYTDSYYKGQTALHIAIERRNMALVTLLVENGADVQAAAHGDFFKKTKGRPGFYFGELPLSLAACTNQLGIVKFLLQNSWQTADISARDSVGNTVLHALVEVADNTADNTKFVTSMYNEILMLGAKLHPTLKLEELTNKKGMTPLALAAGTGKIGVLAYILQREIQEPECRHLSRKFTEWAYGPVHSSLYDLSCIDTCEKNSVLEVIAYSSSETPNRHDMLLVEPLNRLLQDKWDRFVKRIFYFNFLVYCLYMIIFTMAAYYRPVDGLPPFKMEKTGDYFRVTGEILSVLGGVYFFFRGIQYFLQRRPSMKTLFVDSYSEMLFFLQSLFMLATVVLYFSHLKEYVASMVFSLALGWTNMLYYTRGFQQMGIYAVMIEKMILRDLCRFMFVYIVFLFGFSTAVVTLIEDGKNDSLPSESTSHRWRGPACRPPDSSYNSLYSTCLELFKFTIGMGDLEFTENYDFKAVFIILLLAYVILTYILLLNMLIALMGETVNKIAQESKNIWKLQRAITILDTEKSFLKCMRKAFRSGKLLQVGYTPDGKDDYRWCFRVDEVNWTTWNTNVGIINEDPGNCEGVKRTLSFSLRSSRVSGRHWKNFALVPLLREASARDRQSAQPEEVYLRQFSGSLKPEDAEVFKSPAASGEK
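Cells expressing TRPV1 were dye-loaded with Fluo-8 and read kinetically: 10 s baseline, 3 min after compound (agonist portion), then 2 min after EC20 capsaicin (allosteric enhancer portion). Calcium-bound dye fluorescence at 480/520 nm.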
ELG1 repair inh: blocks ELG1-dependent DNA repair in HEK293T cells. HEK293T ELG1-luciferase reporter, luminescence, 16 h; DNA damage induced by 5-fluorouridine. Potency, µM (highest dose often 46.1 µM), inactives show at the top dose activity change, negative = inhibition, most hits filed as inhibitors. actives 2.3% (n = 330,000); further: potency means the concentration at half of the fitted maximal effect; on the % scale 0 is the no-effect control and ±100 the full control effect; nearly all actives have a fitted effect of over 55% in size
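Luminescence from the luciferase reporter, measured 30 min after ONE-Glo reagent at room temperature, was the read-out. Beforehand, 2,000 cells per well were exposed for 16 hr at 37 °C to 5-fluorouridine together with compound or vehicle.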
An asterisk follows results filed as active; ? = inconclusive; · = no result given; & = joins results of further samples; [ ] = remark or other dose. Unless noted, the call rests on the fitted dose curve; in most records, active means well fitted curve in the direction sought with a large enough effect; inconclusive means small, poorly fitted or top-dose-only effect, or another doubt; inactive means no such curve, though single readings can be large; an effect the other way counts as inactive or inconclusive.

The line under a structure holds: TSG101-PTAP inh, TCR activator, AT treatment, BRCA1 expr act, MLL CXXC-DNA inh, Integrin act MD, p53 reactivator, B2AR arrestin, TRPV1 ag, ELG1 repair inh
CCCN(Cc1nc2cc(Cl)ccc2c(=O)[nH]1)C(=O)c1ccc(S(=O)(=O)N2CCCC2)cc1
→ -3.2%, ·, -14.8%, -21.6%, ·, -45.1%[inhibitor], -10.2%, -0.6%, -0.9, ?
Cc1nn(C(=O)Cn2cc([N+](=O)[O-])cn2)c(C)c1Cl
→ -0.2%, -4.7%, 2.5%, 0.0%, 24.4%, -5.9%, 2.5%, 0.0%, -3.5, 7.0%
CC(C)C(NS(=O)(=O)c1ccc2c(c1)oc(=O)n2C)C(=O)N1CCN(C2CCCCC2)CC1 (stereo not given)
→ -1.1%, 0.6%, -2.3%, 1.8%, -2.8%, -40.8%, -3.2%, 0.0%, -1.0, 5.4%
COc1cc(C(=O)NCc2nnc(SCC(=O)c3ccc(Cl)cc3)o2)cc(OC)c1OC
→ -2.3%, 3.7%, 3.1%, -3.9%, 24.8%, -35.4%, -6.3%, -0.3%, -2.1, 7.2%
Cc1nnc(SCC(=O)N2CCc3ccccc32)s1
→ -4.1%, 1.1%, -0.4%, 91.9%, 7.5%, -29.4%, 18.8%, -1.0%, 3.5, ?
O=C(Nc1ccc(S(=O)(=O)Nc2ccccn2)cc1)c1cccc([N+](=O)[O-])c1
→ -2.1%, 2.9%, -1.1%, -7.4%, -4.3%, 5.1%, -0.8%, -0.3%, -5.3, 3.2%
Cc1nc(C)c(C(=O)N(c2ccc(C)c(C)c2)C(C(=O)NCc2ccco2)c2ccccc2)s1 (stereo not given)
→ -11.9%, ·, -1.9%, -34.3%, -14.6%, 16.1%, -8.1%, 0.5%, 26.9, -8.4%
CCOC(=O)CC(=O)CSc1ncc(C(=O)OCC)c(N)n1
→ 1.7%, 2.0%[46.1 µM], -4.7%, 16.2%, 4.3%, 2.8%, 6.3%, -0.1%, 1.4, 4.4%
CC1(NC(=O)/C=C/c2nc3ccccc3s2)CCS(=O)(=O)C1 (stereo not given)
→ -5.3%, ·, -0.7%, -17.4%, ·, -33.0%, 26.8%, -0.2%, -1.0, ?
COc1cccc(NC(=O)N2CCC(NC(=O)C(Cc3cccc(C)c3)NC(C)=O)CC2)c1 (stereo not given)
→ -1.7%, -1.4%, -11.1%, 0.4%, -2.7%, ?, 0.1%, 0.2%, -0.4, -3.7%
COc1ccc(N=Cc2c(O)ccc3ccccc23)cc1
→ 11.4%, 8.7%, 13.8%, -31.1%, ?, -8.6%, 3.6%, -0.1%, 29.2, 4.8%
C=CCn1c(O)c(N=NC(=O)OCC)c2ccccc21
→ -4.0%, 2.3%[46.1 µM], 2.3%, -22.3%, -2.3%, 19.1%, -1.9%, 0.4%, 9.3, 7.3%
O=C(Nc1cccc(C(=O)O)c1)Nc1cccc2ccccc12
→ -3.1%, 2.8%, 0.0%, 45.6%, 6.4%, -20.9%, -1.8%, -0.4%, 0.7, ?
Nc1nc(SCc2ccc(Br)cc2)c2ncn(C3OC(CO)C(O)C3O)c2n1 (stereo not given)
→ -1.5%, 1.7%, ·, -10.8%, ·, -1.1%, ·, ·, ·, ·
CC(OC(=O)c1cc(=O)c2ccccc2o1)C(=O)Nc1ccc(N(C)C)cc1 (stereo not given)
→ -7.4%, 4.6%, 0.0%, 1.1%, ·, ?, 19.1%, 1.1%, 0.0, ?
COc1ccc(C(=O)OCc2c(F)cccc2Cl)cc1S(=O)(=O)N1CCOCC1
→ -3.0%, 0.9%, 7.9%, -12.5%, ·, -14.2%, -11.0%, -0.9%, 22.2, ?
Cc1cc[n+](-c2nc3ccccc3nc2[N-]S(=O)(=O)c2ccccc2)cc1
→ -0.3%, -1.8%[46.1 µM], -4.9%, 0.5%, 5.0%, 33.4%, -5.2%, -0.8%, -9.2, 3.0%
COC(=O)c1ccccc1NC(=O)NCCc1ccc(OC)c(OC)c1
→ -2.5%, -2.7%, -4.6%, 1.6%, 13.8%, 22.3%, -5.0%, 0.2%, 3.3, ?
CC1Cc2nc(SCC(=O)NCC3CCCO3)n(-c3ccc(F)cc3)c(=O)c2S1 (stereo not given)
→ -2.9%, -3.9%, 0.0%, -0.4%, 3.2%, -0.8%, -2.8%, 0.7%, -1.7, -4.8%
CSc1nn2c(C)c(C)c(C)nc2c1C#N
→ 0.5%, 2.4%, -3.4%, 29.3%, 6.6%, 29.9%, 3.2%, -0.2%, 5.4, 2.0%
C=CCSc1nc2ccccc2n1S(=O)(=O)c1ccc(Cl)cc1
→ -2.3%, -0.4%, ·, -4.0%, ·, 11.2%, ·, ·, ·, ·
O=C(O)C1C2CCC(C2)C1C(=O)NCCc1ccccc1 (stereo not given)
→ -4.3%, 0.7%, -1.0%, 0.0%, -0.9%, -17.2%, -2.1%, -0.8%, 4.3, 14.0%
O=C(NCc1ccco1)C1CCN(C(=O)c2ccc(Cl)cc2Cl)CC1
→ -6.0%, 5.9%, -0.9%, -1.7%, 2.8%, 43.6%, 0.3%, 0.2%, -3.2, 25.5%
CN(C)C(=S)Nc1ccc(Cc2ccncc2)cc1
→ -1.9%, 6.4%, -1.6%, -18.8%, 2.7%, -0.6%, -2.5%, -0.4%, 2.0, -0.1%
CC(=O)N1c2ccc(S(=O)(=O)N3CCCC3C(=O)Nc3ccc(C)cc3)cc2CC1C (stereo not given)
→ -0.5%, 7.2%, 3.8%, -19.3%, ·, 14.5%, ·, 0.3%, -2.9, -13.2%
CCC(=O)NCc1ccc(-c2nc3ncccc3o2)cc1
→ -0.7%, -3.8%, 5.5%, 40.2%, 0.7%, 25.6%, ·, 0.4%, -3.3, 28.9%
Cn1c(=O)c2c(ncn2Cc2cc(-c3ccccc3)no2)n(C)c1=O
→ -10.1%, -0.9%, 4.5%, -21.2%, 7.4%, 0.0%, 6.2%, -1.1%, -0.7, 18.4µM*
CCOC(=O)C1CCN(C(=O)c2ccco2)CC1
→ -2.4%, 4.7%, 7.2%, -12.2%, -10.1%, 0.6%, -0.3%, -0.6%, -2.1, 5.9%
Cc1ccc(C)c(S(=O)(=O)Nc2ccc(O)c(Sc3ncn[nH]3)c2)c1
→ -3.6%, -1.8%, 11.5%, -1.1%, -0.7%, -8.4%, -1.7%, 0.5%, 1.9, 3.2%
Nc1c(Cl)cc(-c2cn(CCC(=O)O)c(-c3ccncc3)n2)cc1Cl
→ ·, -2.6%, 5.6%, -9.0%, ·, 1.7%, 2.1%, -1.6%, 4.3, 15.5%
Cc1ccc2c(c1)[nH]c1c(=O)n(Cc3ccco3)cnc12
→ -1.1%, 2.6%, 4.5%, 74.8%, 1.9%, -32.2%[inhibitor], 10.3%, -0.3%, 25.1, ?
CC1=C(C(=O)OCC2CCCO2)C(c2ccccc2Cl)NC(=O)N1 (stereo not given)
→ -3.9%, 3.5%[46.1 µM], 2.2%, -16.5%, 0.2%, -7.2%, -3.6%, -0.2%, -0.6, 17.0%
Cc1ccc(/C=C/C(=O)N2CCc3ccccc32)o1
→ 0.3%, 3.7%[46.1 µM], 0.8%, ?, 3.8%, 32.2%, ?, 2.8%, 20.2, ?
Cc1cc(C)n2nc(C(=O)Nc3ccc4c(c3)OCO4)nc2n1
→ -10.9%, -0.7%, -0.4%, 86.6%, 13.1%, 16.6%, -9.0%, -0.2%, -2.9, ?
O=C(CCS(=O)(=O)c1cccc2nonc12)N1CCOCC1
→ -8.9%, -1.5%, -3.4%, 1.3%, 9.1%, -6.1%, 3.1%, -0.1%, -1.0, 3.4%
COc1cc(C(=O)Nc2cccc(-c3nnc(-c4ccco4)o3)c2)ccc1OC(C)=O
→ -0.4%, -3.2%, 7.6%, -5.7%, -7.9%, ?, -4.8%, 0.1%, -1.0, ?
COC(=O)Cn1c(=O)c2c(n(Cc3ccccc3)c1=O)N/C(=C/c1ccc(Br)cc1)C2=O
→ ?, -12.5%, 1.4%, 8.4%, ?, 2.3%, -5.1%, -1.0%, -3.4, -8.6%
NC(=O)c1nsc(C(=O)N(CC(=O)NC2CCCC2)Cc2ccc3c(c2)OCO3)c1N
→ -21.6%, -2.8%, 0.7%, -12.0%&-4.1%, -0.7%, 0.0%, 1.5%, -1.0%, 0.6, -18.1%
CCc1c(C)nc(N)c(C#N)c1-c1ccccc1
→ -4.6%, 3.8%, -2.5%, -18.4%, 9.4%, -22.1%, 1.7%, 0.0%, -0.2, 3.1%
COc1ccc(C(=O)COC(=O)c2ccc(-n3cnnn3)cc2)c(OC)c1
→ -4.4%, 3.2%, 6.4%, 1.0%, ·, 5.1%, 5.1%, -1.4%, 0.8, 21.4%
CCOc1ccc2nc(NC(=O)C3CCN(c4cnccn4)CC3)sc2c1
→ -0.6%, -0.8%, 13.9%, -51.1%, 1.2%, 16.9%, -1.0%, -0.1%, 16.3, ?
